Bioassay records as filed in PubChem BioAssay.
PAFAH1B3 FP inh: blocks human PAF acetylhydrolase 1B catalytic subunit 3. 0.28% of 340,000 active. recombinant PAFAH1B3, FP-rhodamine probe, fluorescence polarization. AID 492972. Q15102. inhibition, % at 3.39 µM;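 active = inhibition above the screen-wide average of all tested compounds plus 3 SD, cut at about 25% in these data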;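 also: 0% = enzyme with DMSO only and 100% = wells lacking PAFAH1B3 protein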
PAFAH1B2 inh: inhibitors of human PAFAH1B2 | P68402 | inhibition, % at 3.39 µM | 1.2% of 340,000 active | recombinant PAFAH1B2, FP-rhodamine activity probe, fluorescence polarization | AID 492953;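 active = inhibition above the mean of all tested compounds plus 3 SD, cut at about 24% in these data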;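 also: 0% = enzyme with DMSO and 100% = wells lacking PAFAH1B2; many of its hits are not listed in these tables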
pPAFAH FP inh: inhibitors of human plasma PAF acetylhydrolase (pPAFAH) | recombinant pPAFAH, FP-rhodamine probe fluorescence polarization | inhibition, % at 3.39 µM | 1.5% of 330,000 active;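 active = inhibition above the mean inhibition across the screen plus 3 SD, cut at about 25% in these data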;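 also: inhibitors block binding of the rhodamine activity-based probe so polarization drops; 0% = enzyme with DMSO and 100% = wells lacking pPAFAH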
Target sequence (Q13093 whole entry, looked up): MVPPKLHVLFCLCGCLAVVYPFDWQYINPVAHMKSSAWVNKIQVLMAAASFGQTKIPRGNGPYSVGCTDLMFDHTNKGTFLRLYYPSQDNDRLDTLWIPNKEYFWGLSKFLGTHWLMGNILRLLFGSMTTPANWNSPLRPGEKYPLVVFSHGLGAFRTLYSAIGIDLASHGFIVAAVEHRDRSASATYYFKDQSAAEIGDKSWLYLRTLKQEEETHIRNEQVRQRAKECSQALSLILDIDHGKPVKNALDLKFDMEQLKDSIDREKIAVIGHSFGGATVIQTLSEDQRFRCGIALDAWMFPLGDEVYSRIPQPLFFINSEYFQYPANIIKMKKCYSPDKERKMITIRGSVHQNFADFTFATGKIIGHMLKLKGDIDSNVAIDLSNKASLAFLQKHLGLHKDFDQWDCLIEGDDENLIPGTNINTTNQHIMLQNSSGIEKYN
PAFAH2 FP inh: inhibitors of human PAFAH2; Q99487; recombinant PAFAH2, FP-rhodamine activity probe, fluorescence polarization; inhibition, % at 3.39 µM; 0.99% of 340,000 active; AID 492956;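 active = inhibition above the mean over all tested compounds plus 3 SD, cut at about 30% in these data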;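 also: inhibitors block probe labeling of enzyme so polarization drops; 0% = enzyme with DMSO and 100% = wells lacking PAFAH2 protein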
PAD4 inh: blocks human protein arginine deiminase 4; recombinant PAD4, RCA probe fluorescence polarization; inhibition, % at 6.36 µM; 0.41% of 330,000 active;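 active = percent inhibition above a cutoff equal to the mean of all tested compounds plus 3 SD, cut at about 15% in these data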;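 also: 0% = PAD4 with RCA probe and DMSO and 100% = probe without PAD4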
LYPLA1 counter: counter-screen for PME1 inhibitors: inhibitors of human LYPLA1; O75608; recombinant LYPLA1, FP-Rh probe fluorescence polarization; inhibition, % at 5.9 µM; 0.16% of 320,000 active; AID 2174;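 active = inhibition above the mean of all tested compounds plus 3 SD, set per campaign, cut at about 14% in these data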;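 also: inhibitors block serine hydrolase probe labeling of LYPLA1 so polarization falls; 0% = enzyme with DMSO and 100% = wells lacking LYPLA1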
PME-1 inh: PME-1 (human) inhibition; Q9Y570; AID 2130; recombinant PME-1, FP-Rh probe fluorescence polarization; 0.53% of 320,000 active; inhibition, % at 5.9 µM;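 active = inhibition above the campaign mean of all compounds plus 3 SD, cut at about 26% in these data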;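 also: competitive labeling of PME-1 active site by serine hydrolase directed probe; 0% = PME-1 with DMSO and 100% = wells lacking PME-1 enzyme; inhibitors block probe labeling so polarization falls and inhibition rises; many of its hits are not listed in these tables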
GSTO1 inh: GSTO1 inhibition, counter-screen for RBBP9 inhibitors; 1.1% of 300,000 active; recombinant GSTO1, activity-based probe fluorescence polarization; AID 1974; inhibition, % at 5.96 µM;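 active = inhibition above the campaign mean inhibition plus 3 SD, cut at about 35% in these data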;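 also: 0% = GSTO1-1 with DMSO and 100% = wells lacking GSTO1-1 enzyme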
Target sequence (P78417 whole entry, looked up): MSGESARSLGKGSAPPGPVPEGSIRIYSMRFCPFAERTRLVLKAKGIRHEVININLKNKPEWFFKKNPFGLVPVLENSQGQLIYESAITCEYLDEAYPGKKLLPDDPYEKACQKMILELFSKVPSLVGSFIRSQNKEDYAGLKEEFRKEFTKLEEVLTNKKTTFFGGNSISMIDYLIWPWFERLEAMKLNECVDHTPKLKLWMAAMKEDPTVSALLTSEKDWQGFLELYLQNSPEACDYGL
LYPLA2 inh: LYPLA2 (human) inhibition in PME1 counter-screen. recombinant LYPLA2, FP-Rh probe fluorescence polarization. 0.38% of 320,000 active. AID 2177. inhibition, % at 5.9 µM. O95372;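 active = inhibition above the screen-wide mean plus 3 SD, limit set per campaign, cut at about 26% in these data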;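 also: 0% = LYPLA2 with DMSO and 100% = wells lacking LYPLA2 enzyme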
Target sequence (O95372 whole entry, looked up): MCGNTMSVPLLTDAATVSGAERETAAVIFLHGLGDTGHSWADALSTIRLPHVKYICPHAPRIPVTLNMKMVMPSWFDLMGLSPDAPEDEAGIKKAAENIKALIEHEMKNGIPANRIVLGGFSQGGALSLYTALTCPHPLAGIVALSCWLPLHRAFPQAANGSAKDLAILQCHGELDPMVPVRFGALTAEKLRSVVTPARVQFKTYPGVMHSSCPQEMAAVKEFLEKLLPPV
* marks the source's active call; other numbers are inactive results; nt = not tested or not shown.

SMILES	PAFAH1B3 FP inh	PAFAH1B2 inh	pPAFAH FP inh	PAFAH2 FP inh	PAD4 inh	LYPLA1 counter	PME-1 inh	GSTO1 inh	LYPLA2 inh
O=C(O)C(Cc1ccccc1)NC(=O)C(c1ccccc1)c1ccccc1 (configuration not stated)	6	7	-2	-7	0	-2	0	4	-6
Cn1cc(C(=O)c2cccc(Cl)c2Cl)cc1C#N	8	4	10	4	-4	-2	-10	4	-8
NS(=O)(=O)c1ccc(CCNC(=O)c2ccccc2[N+](=O)[O-])cc1	11	-2	0	1	0	0	-4	6	0
COC(=O)c1ccc(Cl)c(NC(=O)CN2CCN(C)CC2)c1	-7	2	2	-5	-3	1	1	1	4
COCCCNC(=O)c1ccc(S(=O)(=O)c2ccc(Cl)cc2)c(NC(C)=O)c1	1	3	7	-1	4	-3	0	1	-1
O=C(NCc1ccco1)c1ccc(-c2ccc(Cl)cc2)o1	-3	-1	2	10	-6	-4	-5	-2	-2
CCn1c(SCC(=O)NCc2cccs2)nc2c1c(=O)n(C)c(=O)n2C	9	7	1	8	-4	-1	1	-2	4
NC(=O)NC(=O)COC(=O)c1ccccc1Oc1ccccc1	0	1	5	-6	0	-2	-5	12	-3
Cc1ccc(NC(=O)C2CCN(C(=O)c3ccco3)CC2)cc1C	-2	4	2	8	-4	-2	-1	-1	-2
C[C@H]1CN=C(N(C)C)N1CCc1ccccc1	1	0	-5	-1	-2	2	-5	-5	1
CSc1ccc(C2C(C#N)=C(N)Oc3cc4c(cc32)OCO4)cc1 (configuration not stated)	-2	2	10	6	3	-1	-4	5	6
CCCCOP(=O)(c1ccc(N(C)C)cc1)C(O)c1cccnc1 (configuration not stated)	7	5	2	7	1	-5	4	3	8
COc1ccc(C2=NN(C(=O)CN3CCCCC3)C(c3ccc(C)cc3)C2)cc1 (configuration not stated)	10	-1	0	0	-5	-1	2	-6	4
Cc1nc(-c2ccc(Cl)cc2)sc1C1(C)CC(c2ccccc2F)=NO1 (configuration not stated)	10	-2	5	1	5	-3	-4	3	-13
CC(C)(C)c1cccc(C2(O)C(=O)c3ccccc3C2=O)c1O	6	4	5	1	3	-1	5	2	6
COc1ccc(-c2csc(NC(=O)CSc3nnnn3C)n2)c(OC)c1	2	3	1	1	-7	0	-1	9	4
Cc1cccc2sc(NC(=O)CSc3cn[nH]n3)nc12	3	3	6	-3	-1	1	0	16	-1
O=S(=O)(Nc1nc2ccc(S(=O)(=O)N3CCCCC3)cc2s1)c1ccccc1	9	14	7	2	0	-2	-4	-13	2
O=c1cc(CN2CCN(c3cccc(Cl)c3)CC2)c2cc(O)c(-c3ccccc3)cc2o1	6	-6	3	3	0	2	3	3	6
Cc1nc2sc(C(c3ccco3)N3CCOCC3)c(O)n2n1 (configuration not stated)	-4	0	-1	-10	-2	0	-2	-9	0
CCc1nnc2c(N(C)C)nc3ccccc3n12	3	3	5	1	0	-2	5	8	-3
COc1ccc(-c2nc3n(c(=O)c2C#N)CCS3)cc1	-1	2	2	-6	-1	2	-7	8	0
COc1ccc(C(=O)Nc2ccc3ccccc3n2)c(OC)c1OC	1	0	5	3	0	-2	-6	2	-2
Cc1ccccc1CC(=O)NC1CCCc2ccccc21 (configuration not stated)	2	5	-4	-3	-5	-1	18	4	-5
Cc1sc(NC(=O)c2ccccc2)c(C(c2ccccn2)N2CCN(CCO)CC2)c1C (configuration not stated)	6	-6	1	-6	5	-2	-2	7	3
CSCCC(NC(=O)COc1ccccc1)C(=O)N1CCCC(C)C1 (configuration not stated)	3	1	5	3	-2	1	4	4	9
CCn1c(=O)c2c3c(sc2n(C)c1=O)CCC3	4	-1	3	-6	4	1	-4	0	3
COC(=O)c1ccc(COc2cccc(C)c2C)cc1	6	5	3	4	-1	-5	-4	-1	-13
COc1ccccc1NCC(=O)N/N=C(\C)c1ccc(Br)s1	4	-2	10	4	-3	-6	6	-1	-4
COCCCNC(=O)CSc1nc2cc3c(cc2c(=O)n1CCCC(=O)NCc1ccc(OC)cc1)OCO3	1	5	1	-7	0	0	4	-4	3

For convenience, two of the compounds above:
SMILES	PAFAH1B3 FP inh	PAFAH1B2 inh	pPAFAH FP inh	PAFAH2 FP inh	PAD4 inh	LYPLA1 counter	PME-1 inh	GSTO1 inh	LYPLA2 inh
COc1ccccc1NCC(=O)N/N=C(\C)c1ccc(Br)s1	4	-2	10	4	-3	-6	6	-1	-4
COCCCNC(=O)CSc1nc2cc3c(cc2c(=O)n1CCCC(=O)NCc1ccc(OC)cc1)OCO3	1	5	1	-7	0	0	4	-4	3

New compounds follow
SMILES	PAFAH1B3 FP inh	PAFAH1B2 inh	pPAFAH FP inh	PAFAH2 FP inh	PAD4 inh	LYPLA1 counter	PME-1 inh	GSTO1 inh	LYPLA2 inh
COc1ccc(CC(=O)Nc2ccc(-c3ccc4nnc(C)n4n3)cc2)cc1OC	6	1	-1	2	0	2	-1	4	5
Cc1ccc(N2C(=O)CC(C)(C)CC2=O)cc1Cl	7	5	1	-2	3	0	-1	0	-3
C/C(=N/N=C1\SCC(=O)N1c1ccccc1)c1ccc(C)cc1	nt	nt	-1	nt	0	1	2	-2	1
Cc1ccccc1NC(=O)c1ccccc1	7	4	-2	3	-1	-2	1	5	4
Cn1c(=N)n(CC(=O)c2cccs2)c2ccccc21	0	3	0	10	-5	-1	-2	0	7
Cc1cc(C)c(NC(=O)C2=CCN(S(=O)(=O)c3ccc(F)cc3)CC2)c(C)c1	7	1	4	4	5	0	-5	4	2
Cc1cccc(NS(=O)(=O)c2cc([N+](=O)[O-])ccc2C)n1	2	0	2	8	4	0	0	-3	-3
CN(Cc1nccs1)C(=O)C1CCC(=O)N(CCc2ccc(Cl)cc2)C1 (configuration not stated)	2	8	4	10	-4	-1	-4	4	7
O=C(Nc1ccc2c(c1)COC2=O)c1ccc(Cl)c(Cl)c1	-97	-58	-26	-69	-3	-89	-144	-23	-168
O=C(Nc1ccccc1C(=O)O)c1cccc(N2C(=O)c3ccccc3C2=O)c1	-1	3	3	-2	-5	-1	5	-2	1
Cc1ccc(S(=O)(=O)N(C)CC(=O)N2CCN(C(=O)c3ccco3)CC2)cc1	2	4	-2	-3	-3	2	-6	2	8
CC1SC(C)C(=O)N(CC(=O)NCc2ccc(F)cc2)C1=O (configuration not stated)	-3	0	2	5	2	-1	2	1	-1
Cc1ccc(S(=O)(=O)Nc2ccccc2C(=O)N2CCCCC2C)c(C)c1NS(C)(=O)=O (configuration not stated)	4	7	1	-3	6	-4	0	12	-7
COc1ccc(Cc2nc(-c3ccncc3)no2)cc1	5	3	5	-4	1	5	7	0	4
COc1ccc(S(=O)(=O)n2nc(C)c(S(=O)(=O)N3CCOCC3)c2C)cc1	8	3	1	-3	3	1	4	5	1
COc1ccc(Cc2nnc(NC(=O)c3ccc(OC)c(OC)c3)s2)cc1OC	11	4	-2	6	-10	2	-3	-7	6
C/C(=N\NC(=O)c1ccc(NS(=O)(=O)c2cccs2)cc1)c1ccc(O)cc1O	11	11	11	3	-3	0	2	31	-10
COc1ccc(NC(=O)Cc2nnc(SCC(=O)c3ccccc3)n2C)cc1	6	2	-5	-8	0	1	1	4	-3
COc1ccc(C2CC(c3ccc4ccccc4c3)=NN2C(=O)CNC2CCCCC2)cc1 (configuration not stated)	15	0	-1	0	-3	-4	-6	0	-4
Cc1ccc(C)c(OCC(=O)Nc2ccc(S(=O)(=O)Nc3onc(C)c3C)cc2)c1	10	4	-6	-1	-2	4	1	10	8
COc1cc(CC(=O)OCC(=O)c2ccc[nH]2)cc(OC)c1OC	5	2	0	11	-3	nt	nt	nt	nt
Cn1c(N2CCC(C(N)=O)CC2)nc2c1c(=O)n(Cc1cccc(Br)c1)c(=O)n2C	6	1	-1	11	-4	-6	3	-7	-4
C/C(=N\NC(=S)Nc1ccccc1C)c1cc2ccccc2o1	6	5	6	2	-3	-7	0	-15	2
O=C1C(=O)N(Cc2cccnc2)C(c2cccc([N+](=O)[O-])c2)/C1=C(/O)c1ccc2c(c1)OCO2 (configuration not stated)	16	1	5	0	-2	3	2	0	7
CCOC(=O)c1c(C)c(C(=O)Nc2ccccc2)c(C)n1CC	4	2	5	-2	-2	0	-1	0	-5
N/C(=N\OC(=O)c1ccc(Cl)cc1Cl)c1ccncc1	-1	3	-1	-5	-2	-1	-6	-7	4
Cc1ccnc(N/C=C(/NC(=O)c2ccccc2)C(=O)N/N=C\c2ccc(Cl)cc2)n1	7	8	5	-9	-8	-1	14	-6	2
Cn1cc(Br)c(C(=O)NNC(=O)c2cccc(Br)c2)n1	-2	2	0	4	-2	2	0	-1	7
Cc1cc(N=Cc2cc(Cl)ccc2O)no1	0	-2	-1	3	-2	-4	2	-2	5
CCCc1nnc(SCC(=O)N2CCCC2)n1Cc1ccco1	8	1	-1	17	-2	-1	-8	-7	-4
COc1ccccc1NC(=O)c1ccc2nc(N3C(=O)CCC3=O)sc2c1	10	5	-3	5	-1	-5	-8	-4	5
CCOc1ccccc1OCCCC(=O)NNC(=O)c1nn(C)c(=O)c2ccccc12	2	7	-7	0	-2	-1	2	nt	-3
COc1cccc(CC2(CO)CCCN(Cc3ccc(-c4ccco4)cc3)C2)c1 (configuration not stated)	-1	-4	2	0	0	-5	-7	-1	-7
Cn1cccc1C(=O)OCC(=O)NC1CCS(=O)(=O)C1 (configuration not stated)	4	-1	1	-3	0	1	-2	-3	-2
O=C(CO/N=C/c1ccccc1OC(F)F)NCc1cccs1	10	-3	2	4	3	0	4	9	10
Cn1c(-c2ccccc2)c(C=O)c2ccccc21	13	3	1	13	-1	4	0	4	1
Cc1ccc(CCNC(=O)CN2C(=O)COc3ccc(S(=O)(=O)N4CCOCC4)cc32)cc1	3	10	-3	8	-1	2	5	-1	1
CC1=NN(C(=O)c2cccc(Cn3nc(C)c([N+](=O)[O-])c3C)c2)C(O)(C(F)(F)F)C1 (configuration not stated)	5	-1	0	-4	0	1	1	13	-2
COc1ccc2cc(/C(C)=N/NC(=O)C3CC3)ccc2c1	5	8	3	3	3	1	-10	-7	5
CCOCCn1c(CN2CCN(CC)CC2)nc2c1c(=O)n(C)c(=O)n2C	4	5	0	-18	-3	-2	-4	5	-8
N#CCCN(C(=O)COC(=O)CNS(=O)(=O)c1ccc2ccccc2c1)c1ccccc1	7	10	0	1	-2	-3	-6	nt	0
CC1=N/C(=C\c2ccccc2Cl)C(=O)O1	5	6	5	3	-2	-3	-4	-8	-5
O=C(CSc1nc(C(F)(F)F)cc(=O)[nH]1)Nc1ccc2c(c1)OCCO2	6	4	2	0	3	2	3	-5	-1
COc1ccc(N(C)S(=O)(=O)c2c(C)[nH]c(=O)[nH]c2=O)cc1	6	-2	11	-9	-1	-3	4	-4	-5
CCCC(C(=O)NC1CCCC1)N(Cc1ccc(F)cc1)C(=O)c1snc(C(N)=O)c1N (configuration not stated)	1	1	0	-5	0	2	-1	5	1
NC(=O)c1ccc(Oc2ncc(C(F)(F)F)cc2Cl)cc1	5	6	6	0	1	2	7	-3	0
COc1cccc(-c2nc3ccccc3c(=O)n2NC(=O)c2cccnc2Cl)c1	8	1	2	4	4	-4	-1	-7	10
COc1ccc(N(CC(=O)Nc2ccc3c(c2)OCCO3)S(=O)(=O)c2c(C)nn(C)c2C)cc1	4	6	1	-1	-3	3	-6	4	-2
CCNc1nc(Oc2ccc(Cl)cc2Cl)cc(C(F)(F)F)n1	-1	6	6	5	-2	-1	-6	7	-5
Cc1c(C)c2ccc(OC(C)C(=O)NCCN3CCOCC3)c(C)c2oc1=O (configuration not stated)	8	3	2	3	1	-2	-5	-11	5

These rows are one share of the data, so the mix of outcomes need not match the whole.
